# rTrxR1 inhibitor – inhibitors of rat thioredoxin reductase 1 | recombinant rTrxR1, NADPH fluorescence consumption, selenite substrate | Potency, µM (doses to about 114 µM), for inactives: top-dose activity change, negative = inhibition, actives largely listed as inhibitors | 1% of 390,000 active | AID 588453; further: potency means the concentration at half of the fitted maximal effect; on the % scale 0 is the no-effect control and ±100 the full control effect; nearly all actives have a fitted effect of over 65% in size
#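 Rat TrxR1 (90 nM in the dispensed reagent) was pre-reduced with 400 uM NADPH for 5 min at room temperature, then incubated with compound for 15 min. After 400 uM selenite was added, NADPH fluorescence (Ex 340/Em 450 nm) was followed for 8 min.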
# USP1 inh – inhibitors of human USP1/UAF1 deubiquitinase; Potency, µM (series often up to 57.1 µM), for the others: top-dose activity change, negative = inhibition, actives largely listed as inhibitors; O94782; recombinant USP1/UAF1, Ub-Rhodamine cleavage fluorescence; 0.23% of 390,000 active; further: potency means the concentration at half of the fitted maximal effect; on the % scale 0 is the no-effect control and ±100 the full control effect; nearly all actives have a fitted effect of over 60% in size; inactives centre near -12
#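 In this screen, compounds sit with the deubiquitinase complex (1nM) for 15 min at room temperature before Ub-Rho is added at 150nM final. Fluorescence rise is then followed for 6 reads every 60 seconds.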
# PI4K2A inh – inhibitors of human PI4K2A; activity change, negative = inhibition, % at 76.9 µM; Q9BTU6; 0.13% of 420,000 active; purified PI4K2A, ADP-Glo luminescence, 1 h; active compounds read low; in the data active means activity change below about -50%; inconclusive means mostly about -30% to -49%;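 further: -100% = wells without enzyme as full effect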
#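 ADP-Glo luminescence measured ADP generated by PI4K2A enzyme (4 ug/mL before mixing) with 1.2 mM PI substrate (pre-mix) and 300 microM ATP (pre-mix). Tris pH7.5 buffer with MgCl2, Triton X-100; 1 h reaction at ambient temperature.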
# TrxR1 substrate – substrates of rat thioredoxin reductase 1; O89049; purified TrxR1 substrate turnover, NADPH consumption readout; Potency, µM (highest dose often 114 µM), without a hit: at the highest dose activity change, negative = substrate turnover; 0.01% of 390,000 active; further: potency means the concentration at half of the fitted maximal effect; on the % scale 0 is the no-effect control and ±100 the full control effect; nearly all actives have a fitted effect of over 50% in size
#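 Rat TrxR1, dispensed at 90 nM, was prereduced with 400 uM NADPH (final) for 5 min at ~22 deg C, then incubated with compound 15 min before 400 uM selenite. A first-read NADPH fluorescence drop versus no-compound background flagged substrates.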
# D2 ag – agonists of human D2 dopamine receptor; 0.53% of 340,000 active; activation, % at 2 µM; P14416; HEK293 T-REx D2 cells, calcium flux agonist mode;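 active means activation over 3 SD above normal in the single-dose calcium agonist read, cut at about 30% in these data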; further: 0% is about no effect
#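 Tetracycline-induced HEK293 T-REx cells with force-coupled D2 receptor, plated overnight at 30 C, loaded with no-wash calcium dye. After a 10 s baseline, compound was pin-added and calcium flux read kinetically for 180 s; calcium rises flagged agonists.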
# D2 antagonist – antagonizes the human D2 dopamine receptor; P14416; HEK293 TREx D2 cells, calcium flux, dopamine EC80; AID 485344; 2% of 340,000 active; inhibition, % at 10 µM; in the data active means inhibition above about 30%; further: 0% is about no effect
#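 Antagonism is scored as inhibition of an EC80 dopamine-evoked calcium signal in a force-coupled, tetracycline-inducible HEK293 T-REx D2 line, with compound present 180 s before agonist.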
# TRHR PAM – allosterically enhances the human TRH receptor. AID 493056. 0.66% of 360,000 active. TRHR cells, fluo-8 calcium fluorescence, EC20 TRH enhancement. enhancement, % at 2 µM. P34981; in the data active means enhancement above about 30%; further: 0% is about no effect
# Target sequence (P34981 whole entry, looked up): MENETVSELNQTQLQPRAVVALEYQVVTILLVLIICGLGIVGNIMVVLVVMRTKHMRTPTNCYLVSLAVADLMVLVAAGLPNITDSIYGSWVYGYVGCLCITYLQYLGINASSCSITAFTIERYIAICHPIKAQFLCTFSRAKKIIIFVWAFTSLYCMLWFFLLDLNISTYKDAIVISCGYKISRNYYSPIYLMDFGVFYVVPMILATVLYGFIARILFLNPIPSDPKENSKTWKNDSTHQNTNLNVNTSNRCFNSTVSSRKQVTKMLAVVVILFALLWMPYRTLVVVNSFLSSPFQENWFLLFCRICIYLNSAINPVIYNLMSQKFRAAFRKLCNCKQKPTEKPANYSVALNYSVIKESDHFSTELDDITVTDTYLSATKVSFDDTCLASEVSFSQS
#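 TRHR-expressing cells loaded with fluo-8 calcium dye were read kinetically (ex 480/em 530) during compound addition, then stimulated with an EC20 of TRH (10 nM final). Enhancement of the Gq-mediated intracellular calcium response was scored.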
# IDH1 R132H inh – blocks human mutant IDH1 R132H enzyme. AID 602179. Potency, µM (doses to about 76.6 µM), for inactives: at the highest dose activity change, negative = inhibition, actives largely listed as inhibitors. 0.093% of 390,000 active. IDH1-R132H enzyme, NADPH consumption, diaphorase/resazurin fluorescence; further: potency means the concentration at half of the fitted maximal effect; on the % scale 0 is the no-effect control and ±100 the full control effect; nearly all actives have a fitted effect of over 65% in size
# Target sequence (O75874 whole entry R132H, stated change not applied): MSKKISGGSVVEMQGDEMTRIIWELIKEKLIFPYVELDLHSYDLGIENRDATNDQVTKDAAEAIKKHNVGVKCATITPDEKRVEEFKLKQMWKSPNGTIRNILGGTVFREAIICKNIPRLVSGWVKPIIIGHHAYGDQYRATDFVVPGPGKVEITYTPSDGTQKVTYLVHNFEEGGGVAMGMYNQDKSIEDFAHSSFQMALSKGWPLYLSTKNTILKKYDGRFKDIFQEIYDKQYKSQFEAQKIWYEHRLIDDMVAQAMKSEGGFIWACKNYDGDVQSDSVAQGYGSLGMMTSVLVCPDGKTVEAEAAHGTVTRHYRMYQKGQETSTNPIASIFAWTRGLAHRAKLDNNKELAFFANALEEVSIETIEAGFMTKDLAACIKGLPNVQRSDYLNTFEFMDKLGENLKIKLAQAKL
#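 IDH1-R132H (0.5 ug/mL dispensed) in pH 7.5 Tris buffer was preincubated 30 min with compound, then given a substrate mix of 0.016 mM NADPH and 2 mM alpha-KG for 80 min at room temperature; remaining NADPH was read by diaphorase/resazurin fluorescence.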
# TRHR agonist – activates the human TRH receptor; TRHR cells, calcium flux fluo-8, FDSS agonist mode; AID 493084; 0.18% of 360,000 active; activation, % at 2 µM; P34981; in the data active means activation above about 30%; further: 0% is about no effect
#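 Agonist-mode FDSS calcium read (Ex 480/Em 530, 1 s cycles) in 1536-well TRHR cells with fluo-8 dye, after 10-cycle baseline and 23 nL compound addition; TRH at EC20 (10 nM final) added afterwards for the enhancer phase.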
# An asterisk follows results filed as active; ? = inconclusive; . = no result given; [ ] = dose if it differs, or a comment. Unless noted, the call rests on the fitted dose curve; in most records, active means well fitted inhibition curve with a large enough effect; inconclusive means small, poorly fitted or top-dose-only effect; inactive means no such curve, though single readings can be large or run the other way. No enrichment for hits. About 3.9% of those tested had a hit in this group.
SMILES,rTrxR1 inhibitor,USP1 inh,PI4K2A inh,TrxR1 substrate,D2 ag,D2 antagonist,TRHR PAM,IDH1 R132H inh,TRHR agonist
Nc1cccc(C(=O)O)c1,35%,-12%,1,28%,-1.9,-13,2,-9%,-0.1
O=C(O)c1cc(-c2cccs2)nn1-c1ccc(F)cc1,9%,-18%,2,1%,-2.1,0,-1,6%,0.3
O=C(CNCc1ccco1)Nc1ccccc1-n1cccc1,13%,-3%,-3,11%,-0.3,38*,-5,6%,-0.6
Clc1ccc2c(c1)-c1c(cnc3cc(-c4ccccc4)nn13)CO2,26%[11.4 µM],-26%,-2,11%,-0.6,.,-4,12%,0.4
COc1cn(CC(=O)Nc2cccc(C)c2C)c(CN2CCCCC2)cc1=O,9%[57.1 µM],-10%,-2,6%[57.1 µM],.,.,-5,13%,0.2
Cc1cccc(-c2cc3nc(C)cc(C)n3n2)c1,17%[57.1 µM],-8%,-4,10%[57.1 µM],0.8,-17,3,15%,-0.2
Cc1cc(C(=O)NCCN2CCOCC2)ccc1[N+](=O)[O-],12%[57.1 µM],-5%,4,6%[57.1 µM],-0.4,3,45*,-2%,0.8
FC(F)(F)c1cccc(Cn2c3[n+](c4ccc(C(F)(F)F)cc42)CCCCC3)c1,22%[57.1 µM],-15%,0,8%[57.1 µM],-0.4,9,0,-2%,1.0
CCOC(=O)c1c(NC(=O)c2cc(OC)c(OC)c(OC)c2)sc2c1CCCC2,13%,-8%,12,7%,0.6,.,-4,-7%,0.7
CCCC(=O)Nc1cccc(NC(=O)CN2CCN(c3ccccc3OC)CC2)c1,6%,-8%,7,-1%,-1.6,-23,4,0%,-0.1
Cc1noc(/C=C/N(C)C)c1S(=O)(=O)N1CCCC(C(=O)NCc2ccc(Cl)cc2)C1 (stereo unspecified),9%,-19%,11,-5%,0.5,-17,-2,-1%,-1.2
Cc1c(Cl)cccc1N1C(=O)C2ON(c3ccccc3)C(c3cccnc3)C2C1=O (stereo unspecified),13%,-26%,0,5%,-0.1,17,0,1%,-0.1
O=c1c(Cc2c(F)cccc2Cl)c(O)ccn1Cc1ccc2c(c1)OCO2,15%[11.4 µM],-9%,-6,4%[11.4 µM],-0.1,7,2,7%,-0.9
Cc1ccc(Cl)cc1-n1ncc2c(N3CCN(Cc4ccccc4)CC3)ncnc21,-9%[57.1 µM],-16%,-4,-12%[57.1 µM],.,.,-5,12%,-0.8
CCOc1cc(C2C3=C(CC(C)(C)CC3=O)Nc3n[nH]c(C)c32)ccc1O (stereo unspecified),-14%,-16%,-1,-12%,-0.7,7,2,-8%,0.5

# Arranged by SMILES length (rising): three of the compounds above
SMILES,rTrxR1 inhibitor,USP1 inh,PI4K2A inh,TrxR1 substrate,D2 ag,D2 antagonist,TRHR PAM,IDH1 R132H inh,TRHR agonist
Clc1ccc2c(c1)-c1c(cnc3cc(-c4ccccc4)nn13)CO2,26%[11.4 µM],-26%,-2,11%,-0.6,.,-4,12%,0.4
FC(F)(F)c1cccc(Cn2c3[n+](c4ccc(C(F)(F)F)cc42)CCCCC3)c1,22%[57.1 µM],-15%,0,8%[57.1 µM],-0.4,9,0,-2%,1.0
Cc1noc(/C=C/N(C)C)c1S(=O)(=O)N1CCCC(C(=O)NCc2ccc(Cl)cc2)C1 (stereo unspecified),9%,-19%,11,-5%,0.5,-17,-2,-1%,-1.2

# Following part
SMILES,rTrxR1 inhibitor,USP1 inh,PI4K2A inh,TrxR1 substrate,D2 ag,D2 antagonist,TRHR PAM,IDH1 R132H inh,TRHR agonist
CC(=O)c1c(N)n(C)c(=O)n(C)c1=O,14%,-4%,0,10%,1.2,-15,-6,-3%,0.3
CCOc1ccc(-c2noc(CCCC(=O)NC3CCCC3)n2)cc1OC,19%[57.1 µM],-1%,3,-12%,0.8,22,-26,-5%,-0.8
CCOc1ccc(NC(=O)CN(C)CC(=O)NC(C)c2ccccc2)cc1OCC (stereo unspecified),20%[57.1 µM],-20%,0,1%[57.1 µM],-0.3,11,1,-2%,-1.2
CN(Cc1ccccc1)c1oc(COc2ccccc2F)nc1C#N,10%[57.1 µM],-21%,1,1%[57.1 µM],1.1,-2,5,1%,-0.5
COC(=O)c1nnn(-c2ccc(Cl)cc2)c1C(=O)OC,10%,-3%,-3,4%,-0.4,.,2,19%,-1.0
Cc1nc(SCC(=O)Nn2c(-c3ccccc3)nc3ccccc3c2=O)n[nH]1,12%[57.1 µM],0%,15,4%[57.1 µM],0.3,2,-3,2%,0.3
Cc1cc2cc(CN(Cc3cccs3)C(=S)NCC3CCCO3)c(=O)[nH]c2cc1C (stereo unspecified),5%,-13%,2,6%,0.9,-4,3,1%,0.3
O=C(NCCCO)/C(=C\c1ccco1)NC(=O)c1ccc(Br)o1,-21%,-20%,-5,-15%,-1.3,-7,-11,1%,0.5
O=c1[nH]ncn1-c1ccccc1,10%[57.1 µM],-25%,-10,4%[57.1 µM],-0.3,-12,3,6%,1.0
O=C(NC1CC2CCC(C1)N2C(=O)NCc1ccccc1)C1CC1 (stereo unspecified),-1%,1%,-10,-3%,1.1,17,1,-8%,0.2
CC(=O)c1ccc(N2CCN(S(=O)(=O)c3cn(C)c(C)n3)CC2)cc1,-4%,-6%,0,-2%,0.0,-2,2,1%,0.6
COc1ccc(N2CCn3c2nc2c3c(=O)n(CCCc3ccccc3)c(=O)n2C)cc1,.,.,.,.,0.0,9,9,.,0.2
CCn1cc(C(=O)NCc2ccccc2)c(=O)c2cc(S(=O)(=O)N3CCOCC3)ccc21,-5%,-4%,4,-1%,0.4,.,-9,4%,0.4
CC(=O)c1ccc(N2CCN(S(=O)(=O)c3ccc4c(c3)NC(=O)CC(=O)N4)CC2)cc1,-12%,-20%,-6,-12%,1.4,8,1,0%,0.0
CCc1ccc(N(CC(=O)Nc2nc3ccc(C)cc3s2)S(=O)(=O)c2c(C)noc2C)cc1,28%,-20%,6,3%,1.4,-4,6,2%,1.1

# A portion from further up, for reference:
SMILES,rTrxR1 inhibitor,USP1 inh,PI4K2A inh,TrxR1 substrate,D2 ag,D2 antagonist,TRHR PAM,IDH1 R132H inh,TRHR agonist
CC(=O)c1c(N)n(C)c(=O)n(C)c1=O,14%,-4%,0,10%,1.2,-15,-6,-3%,0.3
CCOc1ccc(-c2noc(CCCC(=O)NC3CCCC3)n2)cc1OC,19%[57.1 µM],-1%,3,-12%,0.8,22,-26,-5%,-0.8
CCOc1ccc(NC(=O)CN(C)CC(=O)NC(C)c2ccccc2)cc1OCC (stereo unspecified),20%[57.1 µM],-20%,0,1%[57.1 µM],-0.3,11,1,-2%,-1.2
CN(Cc1ccccc1)c1oc(COc2ccccc2F)nc1C#N,10%[57.1 µM],-21%,1,1%[57.1 µM],1.1,-2,5,1%,-0.5
COC(=O)c1nnn(-c2ccc(Cl)cc2)c1C(=O)OC,10%,-3%,-3,4%,-0.4,.,2,19%,-1.0
Cc1nc(SCC(=O)Nn2c(-c3ccccc3)nc3ccccc3c2=O)n[nH]1,12%[57.1 µM],0%,15,4%[57.1 µM],0.3,2,-3,2%,0.3
Cc1cc2cc(CN(Cc3cccs3)C(=S)NCC3CCCO3)c(=O)[nH]c2cc1C (stereo unspecified),5%,-13%,2,6%,0.9,-4,3,1%,0.3
O=C(NCCCO)/C(=C\c1ccco1)NC(=O)c1ccc(Br)o1,-21%,-20%,-5,-15%,-1.3,-7,-11,1%,0.5
O=c1[nH]ncn1-c1ccccc1,10%[57.1 µM],-25%,-10,4%[57.1 µM],-0.3,-12,3,6%,1.0
O=C(NC1CC2CCC(C1)N2C(=O)NCc1ccccc1)C1CC1 (stereo unspecified),-1%,1%,-10,-3%,1.1,17,1,-8%,0.2

# The results go on:
SMILES,rTrxR1 inhibitor,USP1 inh,PI4K2A inh,TrxR1 substrate,D2 ag,D2 antagonist,TRHR PAM,IDH1 R132H inh,TRHR agonist
CS(=O)(=O)N(CC(=O)N1CCCC1)c1cccc(F)c1,8%[57.1 µM],-9%,-21,2%,-1.0,-6,8,1%,1.2
COc1ccc(CCNC(=S)NC(=O)c2cccc(Cl)c2)cc1OC,-9%,-15%,-6,5%,5.9,3,0,3%,-0.5
O=c1c2cnn(-c3ccccc3)c2nnn1/N=C/c1cccnc1,-8%,-25%,0,10%,0.7,7,10,0%,0.7
NC(=S)N/N=C1\CC(n2nnnc2-c2ccccc2Cl)C2COC1O2 (stereo unspecified),?,9%,-4,1%[57.1 µM],0.9,0,6,3%,1.1
COc1ccc(NC(=S)NC(=O)/C=C/c2ccco2)c(OC)c1,?,-4%,3,-9%,0.4,2,10,-9%,0.3
CCONc1ncnc2nonc12,4%,0%,6,-2%,8.0,-6,-1,11%,0.6
CCOc1ccc(NC(=O)CN(C)C(=O)Cc2c(C)nc3ccccc3c2C)cc1OCC,-12%,-17%,3,-3%,0.8,6,-7,-2%,-0.2
CCCC(=O)Nc1ccc(NC(=O)c2cc3ccccc3o2)c(OC)c1,14%,-17%,-3,7%,.,.,2,-15%,0.1
Cc1cc(-c2nc3ccccc3s2)ccc1NC(=O)c1cc(Cl)ccc1Cl,7%,0%,-2,12%,-0.8,.,21,12%,0.5

# Screening data (PubChem BioAssay)
